High-throughput results as filed in PubChem BioAssay.
POLK inh: blocks human DNA polymerase kappa activity; hit rate 0.53% among 400,000; Potency, µM (titrated, usually from 107 µM), for inactives: at the top dose activity, negative = inhibition, usual class: inhibitors; AID 588579; Q9UBT6; purified Pol kappa, fluorescent DNA synthesis assay, 10 min; also: % is scaled to controls: 0 for no effect and ±100 for the full control effect
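Inhibition of 10 nM Pol kappa is measured by a fluorescent read-out at 0 and 10 min following addition of 50 nM substrate (final), with a 15-min room-temperature compound preincubation.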
BLM inh: blocks DNA unwinding by human BLM helicase; P54132; recombinant BLM DNA unwinding, fluorescence dequenching; Potency, µM (series often up to 56.1 µM), without a hit: at the top dose activity change, negative = inhibition, most hits filed as inhibitors; hit rate 0.2% among 350,000; AID 2528;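 also: plate controls were vehicle for no effect and no enzyme for full effect; nearly all actives have a fitted effect of over 35% in size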
APE1 inh: inhibitors of human APE1 endonuclease | P27695 | recombinant APE1, TAMRA/BHQ-2 abasic DNA cleavage fluorescence | Potency, µM (titrated, usually from 65.8 µM), for the others: top-dose activity change, negative = inhibition, usual class: inhibitors | hit rate 0.35% among 350,000 | AID 2517;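 also: plate controls were vehicle for no effect and reference inhibitor for full effect; nearly all actives have a fitted effect of over 55% in size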
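Measures dequenching upon AP-site incision of a 5'-TAMRA/3'-BHQ-2 THF-containing duplex, 50 nM; human APE1 0.75 nM after 15 min room-temperature exposure to compound; kinetic three-point read at one-minute spacing.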
BAZ2B block: inhibitors of human BAZ2B bromodomain. Q9UIF8. AlphaScreen BAZ2B-H3K14Ac peptide displacement. Potency, µM (titrated, usually from 114 µM), for the others: at the highest dose activity change, negative = inhibition, most hits filed as inhibitors. hit rate 4.4% among 360,000. AID 504333; also: % is scaled to controls: 0 for no effect and ±100 for the full control effect; nearly all actives have a fitted effect of over 60% in size
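AlphaScreen displacement: compounds (up to 110uM) incubated 30 min at room temperature with a preformed 50 nM BAZ2B/50 nM biotinylated H3K14Ac peptide complex in PBS pH 7.4 with Tween-20. Donor and acceptor beads at 10 ug/mL final added, 20 min light-protected before reading.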
Pol eta inh: inhibitors of human DNA polymerase eta; Q9Y253; recombinant Pol eta, fluorescent DNA replication assay; Potency, µM (series often up to 114 µM), inactives show at the top dose activity change, negative = inhibition, most hits filed as inhibitors; hit rate 1.2% among 390,000; also: % is scaled to controls: 0 for no effect and ±100 for the full control effect
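Pol eta at 10 nM preincubated with compounds 15 min at room temperature; reaction started with fluorescent substrate (50 nM final) and read kinetically at 0 and 10 min.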
G9a block: blocks human histone lysine methyltransferase G9a. Q96KQ7. G9a H3K9 monomethylation, AlphaScreen, 2 h. Potency, µM (highest dose often 102 µM), inactives show top-dose activity, negative = inhibition, most hits filed as inhibitors. hit rate 8.8% among 350,000. AID 504332; also: % is scaled to controls: 0 for no effect and ±100 for the full control effect; nearly all actives have a fitted effect of over 75% in size
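Readings reflect AlphaScreen signal from monomethyl-H3K9 antibody detection. HMT at 20 nM; substrate b-H3K9 500 nM; cofactor SAM 20 uM; 2 h RT reaction; compounds tested as titrations in qHTS with 15 min preincubation.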
POLB inh: inhibitors of human DNA polymerase beta; hit rate 1.3% among 340,000; P06746; Pol beta primer extension/strand displacement, fluorescence kinetic; Potency, µM (top dose mostly 114 µM), for inactives: top-dose activity change, negative = inhibition, hits mostly inhibitors; also: % is scaled to controls: 0 for no effect and ±100 for the full control effect
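Preincubation: enzyme (10 nM) with compound, 15 min, RT. Reaction: substrate added to 50 nM final. Reads: 0 and 10 min. Analysis: normalized, Hill fit.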
JMJD2A Tudor inh: blocks the human JMJD2A Tudor domain; O75164; AlphaScreen JMJD2A-Tudor / H3K4me3 peptide binding; Potency, µM (doses to about 114 µM), for the others: at the highest dose activity change, negative = inhibition, actives largely listed as inhibitors; hit rate 4.4% among 390,000; AID 504339; also: % is scaled to controls: 0 for no effect and ±100 for the full control effect; nearly all actives have a fitted effect of over 50% in size
Target sequence (O75164 whole entry, looked up, the tested form may be a part): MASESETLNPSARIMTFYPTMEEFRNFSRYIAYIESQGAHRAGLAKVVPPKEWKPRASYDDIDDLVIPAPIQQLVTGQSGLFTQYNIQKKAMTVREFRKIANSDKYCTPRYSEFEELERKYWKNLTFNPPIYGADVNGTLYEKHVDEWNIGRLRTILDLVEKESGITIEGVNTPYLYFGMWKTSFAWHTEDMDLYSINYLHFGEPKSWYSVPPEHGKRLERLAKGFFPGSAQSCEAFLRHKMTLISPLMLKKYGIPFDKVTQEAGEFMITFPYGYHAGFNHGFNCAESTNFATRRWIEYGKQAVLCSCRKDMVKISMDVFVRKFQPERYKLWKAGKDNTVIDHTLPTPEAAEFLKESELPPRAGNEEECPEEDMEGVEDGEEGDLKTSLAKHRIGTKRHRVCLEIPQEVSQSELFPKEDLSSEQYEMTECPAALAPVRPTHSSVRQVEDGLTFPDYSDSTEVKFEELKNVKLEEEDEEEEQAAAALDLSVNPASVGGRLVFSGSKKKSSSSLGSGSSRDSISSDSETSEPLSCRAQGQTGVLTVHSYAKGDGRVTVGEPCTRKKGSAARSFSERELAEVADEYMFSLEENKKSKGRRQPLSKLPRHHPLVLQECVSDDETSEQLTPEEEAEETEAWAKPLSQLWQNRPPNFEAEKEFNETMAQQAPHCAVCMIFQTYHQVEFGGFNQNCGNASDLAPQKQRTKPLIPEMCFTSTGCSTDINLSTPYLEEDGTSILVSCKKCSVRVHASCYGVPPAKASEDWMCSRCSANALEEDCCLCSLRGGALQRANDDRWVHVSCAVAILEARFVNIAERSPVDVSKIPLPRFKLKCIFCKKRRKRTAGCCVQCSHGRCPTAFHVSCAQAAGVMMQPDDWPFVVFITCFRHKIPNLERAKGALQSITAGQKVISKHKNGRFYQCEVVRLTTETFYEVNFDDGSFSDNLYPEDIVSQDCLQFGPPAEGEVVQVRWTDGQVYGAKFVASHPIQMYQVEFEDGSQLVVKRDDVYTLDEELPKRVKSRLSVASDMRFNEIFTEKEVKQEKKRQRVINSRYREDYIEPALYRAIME
Pol iota inh: inhibitors of human DNA polymerase iota. Q9UNA4. Pol iota fluorescent replication assay, 10 min. Potency, µM (top dose mostly 115 µM), for inactives: at the highest dose activity, negative = inhibition, most hits filed as inhibitors. hit rate 1% among 390,000
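Fluorescent replication assay read twice, at 0 min and 10 min after adding 50 nM (final) substrate. Enzyme (10 nM) and compounds were first incubated 15 min at room temperature; enzyme-free buffer wells were negative controls.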
Active calls of the source: *; ? = inconclusive; . = no result given; & = joins results of further samples; [ ] = another dose, or the depositor's remark. Calls follow the shape of the dose curve; as a rule, active = well fitted curve in the direction sought with a large enough effect; inconclusive = small, poorly fitted or top-dose-only effect, or another doubt; inactive = no such curve, though single readings can be large; an effect the other way counts as inactive or inconclusive. Potency is read from the fitted curve at half-maximal effect. This is a subset; rates above refer to the full screens.

SMILES | POLK inh | BLM inh | APE1 inh | BAZ2B block | Pol eta inh | G9a block | POLB inh | JMJD2A Tudor inh | Pol iota inh
CCn1c(=O)c(CCC(=O)NCCN2CCOCC2)c(C)c2c(C)nn(-c3cccc(C)c3)c21 | 1% | -2% | 29% | -23% | 0% | 36% | 2% | -18% | -6%
COc1ccc(NC(=O)CSc2nc3c(c(=O)n2-c2ccccc2OC)SCC3)cc1 | -6% | -3% | -3% | -20% | -2% | ? | 13% | -28% | 11%
Cc1ccc(N2C(=O)c3ccccc3C2Nc2ccc(S(=O)(=O)N3CCOCC3)cc2)nc1 (stereo not given) | -21% | -3% | 3% | 0% | -20% | -5% | 27% | -25% | 10%
COc1cccc(C(=O)Nc2ccc(N3CCN(S(C)(=O)=O)CC3)cc2)c1 | -1%[60.1 µM] | -1% | 2% | 12% | 1% | -7%[59 µM] | -2% | -15% | 24%
O=S(=O)(Cc1ccccc1)Nc1ccc(S(=O)(=O)NCC2CCCO2)cc1 (stereo not given) | -9% | -1% | -1% | -1% | 9% | 5%[59 µM] | 1% | -15% | -23%
O=C(COC(=O)c1cc([N+](=O)[O-])ccc1N1CCOCC1)Nc1ccccc1OC(F)F | -3% | . | 37% | -26% | -14% | 3%[2.33 µM] | . | -24% | 15%
O=C(CN1C(=O)NC2(CCSC2)C1=O)N1CCN(c2ccc(F)cc2)CC1 (stereo not given) | 5% | 0% | 0% | 7% | 1% | -5% | 2% | -13% | 8%
COc1ccc(C2=NS(=O)(=O)N(C)C(C(=O)NC3CCCCC3)=C2)cc1 | -11% | -2% | 16% | 5% | -10% | -9% | 10% | -18% | ?
COc1cc(NC(=O)c2cc(C)no2)cc(OC)c1OC | -3% | -5% | 3% | 2% | -8% | 4% | 23% | -11% | 26%
CCN1CCN(C2=C(NS(=O)(=O)c3ccc(Br)cc3)C(=O)c3ccccc3C2=O)CC1 | 0% | -8% | 56%[activator] | 45µM* | -1% | 45µM* | -1% | ? | 21%
NC(=O)CC1SC(N)=NC1=O (stereo not given) | -5% | -1% | 0% | 1% | -7% | 12%[59 µM] | 21% | 11% | 33%[activator]
Nc1cc(OC(=O)c2cccs2)nn1S(=O)(=O)c1ccccc1 | 0% | -5% | ? | 5% | -4% | 16%[59 µM] | -7% | -33% | ?
COc1ccc(/C=C2\Oc3cc(OCC(=O)N4CC(O)C[C@H]4C(=O)O)ccc3C2=O)c(OC)c1OC (stereo not given in full) | -12% | -2% | 15% | -1% | -8% | -45% | 7% | -33% | ?
O=C(CSc1nnc(C2CC2)n1CC1CCCO1)Nc1ccc(Cl)cc1 (stereo not given) | -1% | 2% | 4% | 1% | -15% | 15% | 35% | -2% | 17%
COc1ccc(C(=O)NCC(=O)NCc2ccncc2)cc1 | 3% | . | 41% | . | -16% | . | . | -26% | 55%[activator]
CC(=O)Nc1ccc(N(CC(O)Cn2c3ccccc3c3ccccc32)S(=O)(=O)c2ccc(C)cc2)cc1 (stereo not given) | -14% | -10% | 3% | -26% | 2% | 10µM* | 2% | -26% | 69%[activator]
Cc1nnsc1NC(=O)OCc1ccc(C(C)(C)C)cc1 | -5% | -1% | 0% | -30% | 5% | 31%[0.501 µM] | 12% | -12% | 0%
COC(=O)c1ccc(C2/C(=C(\O)c3ccc4c(c3)OCCO4)C(=O)C(=O)N2c2nnc(C)s2)cc1 (stereo not given) | 5% | 0% | 26% | -38% | -3% | 45µM* | 38% | -29% | -4%
COc1ccc(-c2nc(SCC(=O)Nc3ccc4c(c3)OCO4)c(-c3ccccc3)[nH]2)cc1 | -12% | -16% | . | -12% | -17% | -10%[59 µM] | ? | -32% | ?
Cc1ccc(NC(=O)c2c3c(nc4ccccc24)CCC3)cc1S(=O)(=O)N(C)C | 79µM* | -12% | ? | ? | ? | -39% | 10µM* | -30% | 22µM*
O=C(N=NC(=O)c1ccco1)c1ccc2c(O)n(N3C(=O)c4ccccc4C3=O)c(O)c2c1 | -15% | 2% | 1% | 0% | ? | 7% | 45µM* | ? | -13%
Cc1ccc(C)c(-c2nnc(OCC(=O)Nc3cc(C)on3)c3ccccc23)c1 | -13% | -9% | -1% | ? | -7% | -24%[12.7 µM] | 16% | -19%[11.4 µM] | -6%
COCc1cc(/C=N\NC(=O)c2ccc(Cl)cc2)ccc1OC | -6% | 5% | 9% | 3% | -12% | -7%[59 µM] | 23% | -4% | 146%[activator]
C=CCN(C(=O)OC(C)(C)C)S(=O)(=O)NCc1ccccc1 | 10%&-24% | . | 36%[activator] | 0% | -8% | -10%[2.33 µM] | . | 4% | 34%&0%[activator]
CCOc1ccccc1NC(=O)C1CCCN(S(=O)(=O)c2cccc3nsnc23)C1 (stereo not given) | -17% | -1% | 12% | -29% | -15% | ? | 62% | -19% | 9%

(cont.)
SMILES | POLK inh | BLM inh | APE1 inh | BAZ2B block | Pol eta inh | G9a block | POLB inh | JMJD2A Tudor inh | Pol iota inh
O=C(COc1nncc2ccccc12)Nc1ccc(Br)cc1F | 2% | -3% | -1% | -4% | -5% | 5% | 10% | -11% | 25%
Cn1cc(S(=O)(=O)Nc2ccc(Oc3ccccc3)cc2)c(=O)n(C)c1=O | -13% | -1% | 7% | -13% | 0% | 1% | -3% | -12% | 19%
O=C(Cn1cc(/C=C\[N+](=O)[O-])c2ccccc21)Nc1ccccc1 | -24% | -9% | -1% | -20% | 0% | 4% | 10% | -4% | 21%
Cc1nc2cc(CO)ccc2s1 | 10% | 2% | 5% | -4% | -13% | 4% | -11% | -3% | 15%
Cc1ccc2cccc(S(=O)(=O)Nc3c(C)n(C)n(-c4ccccc4)c3=O)c2n1 | 0% | -1% | -3% | 6% | 0% | -1%[12.7 µM] | 1% | -4% | 35%[activator]
CCOC(=O)N1CCN(c2ccc(N3C(=O)CCCC3=O)cc2[N+](=O)[O-])CC1 | 6% | -7% | 11% | 3% | -7% | 8% | 19% | -1% | -6%
O=C1C2=C(C(c3ccccc3)=NCCN2)C(c2cccc([N+](=O)[O-])c2)N1c1ccccc1 (stereo not given) | -14% | -7% | 13% | -6% | 4% | 5% | 27% | 45µM* | 63%[activator]
CS(=O)(=O)Cc1cccc(C(=O)NC2CCSc3ccccc32)c1 (stereo not given) | -1% | 8% | 44% | 3% | -16% | -19% | 21% | -4% | -11%
Cc1cccc(-c2oc(C)c(C)[n+]2[O-])c1 | -7% | -2% | -1% | -4% | -7% | ? | -14% | 45µM* | -20%
COc1ccc(CC(NC(C)=O)C(=O)NC2CCN(C(=O)c3ccc(Cl)cc3)CC2)cc1 (stereo not given) | -19% | -2% | -6% | 0% | -15% | -11% | 79% | -11% | 164%[activator]
Cc1ccc(S(=O)(=O)N2CCN(c3nccnc3C#N)CC2)cc1 | -3% | -3% | 17% | -2% | 0% | . | 14% | 16% | -3%
CCN(c1ccc(NC(=O)COC(=O)c2cccs2)cc1)C(C)C | -9% | -5% | 1% | ? | -3% | 11µM* | 30% | 45µM* | 0%
C=CCN1C(=O)C(Cc2cccc(Cl)c2)SC1=Nc1ccc(C(=O)O)cc1 (stereo not given) | -5% | 3% | ? | -21% | -8% | ? | -5% | -7% | 0%
Cc1ccc(C)c(N(CC(=O)NC(C)C)C(=O)CCC(=O)Nc2ccccn2)c1 | -23% | -6% | 16% | -13% | -16% | 4% | 1% | -12% | 120%[activator]
CCOc1ccccc1-c1nc(-c2ccc(NC(=O)Cc3ccccc3OC)cc2)no1 | -6% | -12% | 6% | 9% | -7% | ? | 19% | -8% | -18%
COc1cc(NC(=O)Cn2nc(-c3ccc(F)cc3)ccc2=O)ccc1-n1cnnn1 | 3% | -3% | 1% | . | -4% | -5% | 5% | -15% | -13%
CC(C)C[C@H](NC(=O)NCCC1=CCCCC1)C(=O)O | 7% | 2% | -3% | -6% | 7% | 15% | 1% | -1%[11.4 µM] | -18%
O=C(CCNC(=O)N1CC(=O)Nc2ccccc21)Nc1cccc(Cl)c1 | -19% | -4% | 83%[activator] | 7% | -21% | 33%[activator] | 5% | -31% | 63%[activator]
CCCCC/C=C\C/C=C\C/C=C\C/C=C\CCCC(=O)C(F)(F)F | ? | ? | 2% | . | . | 18%[59 µM] | . | . | .
COc1ccc(C(=O)Nc2ccc(Cl)cc2C(=O)N2CCCC(C)C2)cc1 (stereo not given) | -14% | -3% | -3% | 11% | -17% | 8%[59 µM] | 6% | -9% | 3%
CC(=O)Nc1ccccc1/C=C/c1ccc2c(C)cc(C)c(O)c2n1 | 2% | 3% | 5% | 6% | -8% | 28%[59 µM] | 23% | -21% | 9%
Cc1cccc(NCN2C(=O)C3C4C=CC(C4)C3C2=O)c1 (stereo not given) | -11% | -1% | 3% | 4% | 0% | 23%[12.7 µM] | 0% | -7% | -14%
O=C(NCCc1ccc(F)cc1)NC12CC3CC(CC(C3)C1)C2 | 5% | -3% | -11% | 4% | -2% | -10% | 6% | 9% | -25%
COc1ccc(CNC(=O)CCNS(=O)(=O)c2ccc(C)cc2)cc1 | -4% | 1% | 16% | ? | -6% | -26%[59 µM] | 1% | 3% | -1%
CC(C)c1ccc(C(=O)NCCCN2CCOCC2)cc1 | -9% | -2% | -4% | -3% | -19% | . | -7% | -12% | 58%[activator]

Arranged by molar mass (high to low): some entries from above.
SMILES | POLK inh | BLM inh | APE1 inh | BAZ2B block | Pol eta inh | G9a block | POLB inh | JMJD2A Tudor inh | Pol iota inh
Cc1ccc(C)c(N(CC(=O)NC(C)C)C(=O)CCC(=O)Nc2ccccn2)c1 | -23% | -6% | 16% | -13% | -16% | 4% | 1% | -12% | 120%[activator]
O=C(CCNC(=O)N1CC(=O)Nc2ccccc21)Nc1cccc(Cl)c1 | -19% | -4% | 83%[activator] | 7% | -21% | 33%[activator] | 5% | -31% | 63%[activator]
CCCCC/C=C\C/C=C\C/C=C\C/C=C\CCCC(=O)C(F)(F)F | ? | ? | 2% | . | . | 18%[59 µM] | . | . | .
CCN(c1ccc(NC(=O)COC(=O)c2cccs2)cc1)C(C)C | -9% | -5% | 1% | ? | -3% | 11µM* | 30% | 45µM* | 0%
CC(=O)Nc1ccccc1/C=C/c1ccc2c(C)cc(C)c(O)c2n1 | 2% | 3% | 5% | 6% | -8% | 28%[59 µM] | 23% | -21% | 9%
